# ERa SRC1 pot = enhancers of ERα–SRC-1 coactivator binding, primary screen, biochemical, TR-FRET, ERα LBD, low estradiol; TR-FRET ERalpha-LBD/SRC-Cy5 coactivator binding, 2 h; 100 = basal binding, no effect; 1.3% of 86,000 active; AID 639, 2007; coactivator binding (% of control), % at 25.6 µM; Estrogen receptor (Homo sapiens), P03372; in the data active = activity above about 200%;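 also: binding measured in presence of low estradiol as agonist stimulus; 0% = peptide alone without receptor and 100% = receptor with peptide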
# Target sequence (P03372 whole entry, looked up, the tested form may be a part): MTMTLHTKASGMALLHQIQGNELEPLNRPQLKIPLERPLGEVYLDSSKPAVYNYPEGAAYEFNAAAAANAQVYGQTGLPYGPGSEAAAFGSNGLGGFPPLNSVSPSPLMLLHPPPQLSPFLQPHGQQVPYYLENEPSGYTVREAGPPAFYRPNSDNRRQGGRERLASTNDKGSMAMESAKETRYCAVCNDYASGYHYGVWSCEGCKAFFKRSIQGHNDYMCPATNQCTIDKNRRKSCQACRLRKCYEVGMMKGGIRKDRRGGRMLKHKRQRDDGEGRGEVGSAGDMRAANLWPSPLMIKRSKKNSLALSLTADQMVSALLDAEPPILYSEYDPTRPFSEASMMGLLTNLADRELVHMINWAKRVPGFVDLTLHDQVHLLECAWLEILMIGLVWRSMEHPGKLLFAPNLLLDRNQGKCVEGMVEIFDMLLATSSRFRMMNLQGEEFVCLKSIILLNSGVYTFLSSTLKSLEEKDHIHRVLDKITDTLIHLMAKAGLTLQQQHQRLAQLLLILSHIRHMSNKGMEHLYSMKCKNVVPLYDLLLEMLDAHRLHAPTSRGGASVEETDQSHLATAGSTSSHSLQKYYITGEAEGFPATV
# Candida biofilm = clotrimazole potentiators killing Candida biofilms, primary screen, with clotrimazole, Alamar Blue | C. albicans biofilm + clotrimazole | 0.14% of 85,000 active | inhibition, % at 6 µM;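 active = inhibition above 20%; inactive = inhibition below 20%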;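 also: preformed 24 hr biofilms exposed to compound for 48 hr; 0% = biofilm without compound and 100% = blank killed by clotrimazole plus chlorhexidine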
# Smad3 FoxH1 inh = Smad3/FoxH1 peptide binding inhibitors, primary screen, biochemical, TR-FRET; Mothers against decapentaplegic homolog 3 (Homo sapiens), P84022; TR-FRET Smad3/Dy647-FoxH1 peptide binding, europium anti-His; 0.29% of 88,000 active; inhibition, % at 25 µM;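 active = compounds that reduce the energy-transfer binding signal between the protein and its labelled peptide by more than half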;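 also: 0% = Smad3 plus labelled peptide maximal FRET and 100% = peptide-only background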
# Target sequence (P84022 whole entry, looked up): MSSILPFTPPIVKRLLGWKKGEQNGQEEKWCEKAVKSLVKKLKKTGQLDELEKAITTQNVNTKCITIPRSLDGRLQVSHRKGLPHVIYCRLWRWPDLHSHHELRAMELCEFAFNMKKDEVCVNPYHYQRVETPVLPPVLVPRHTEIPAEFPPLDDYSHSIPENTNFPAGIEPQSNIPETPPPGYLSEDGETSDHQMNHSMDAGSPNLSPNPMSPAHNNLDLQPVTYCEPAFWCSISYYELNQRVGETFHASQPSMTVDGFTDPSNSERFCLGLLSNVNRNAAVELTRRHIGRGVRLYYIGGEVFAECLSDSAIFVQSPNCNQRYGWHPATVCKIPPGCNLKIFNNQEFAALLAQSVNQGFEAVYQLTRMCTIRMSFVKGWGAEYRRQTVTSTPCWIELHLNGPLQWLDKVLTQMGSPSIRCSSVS
# H69AR growth 86K = proliferation blockers of H69AR lung cancer cells, primary screen, cell-based, human, 86K library | H69AR lung tumor viability, ATP luminescence, 72 h; active compounds read low | viability, % at 10 µM | 6% of 85,000 active | AID 598, 2007;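 active = viability at or below 40%; inactive = viability above 40%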;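 also: multidrug resistant small cell line overexpressing MRP-1 efflux transporter; 100% = mean luminescence of untreated control wells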
# ERa coact inh = ERα–SRC-1 coactivator interaction inhibitors, primary screen, biochemical, TR-FRET, ERα LBD, estradiol-bound; AID 629, 2007; inhibition, % at 25.6 µM; Estrogen receptor (Homo sapiens), P03372; TR-FRET ER-alpha LBD / SRC-1 peptide; 1.7% of 86,000 active; in the data active = inhibition above about 50%;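 also: 0% = receptor plus peptide control and 100% = peptide only without receptor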
# sEH activator = soluble epoxide hydrolase activators, primary screen, biochemical, human sEH. Bifunctional epoxide hydrolase 2 (Homo sapiens), P34913. 0.04% of 91,000 active. AID 717, 2007. purified human sEH enzymatic activity, activator screen. activation, % at 2 µM; in the data active = activation above about 37%; also: values of inactives mirror those of a sister screen read the other way
# ERb coact inh = inhibitors of ERβ-SRC1 coactivator interaction, primary screen, biochemical, TR-FRET, ERβ LBD, SRC-1 peptide. AID 633, 2007. 1.3% of 86,000 active. TR-FRET ER-beta LBD / SRC1-Cy5 peptide binding; receptor agonist-loaded with 1 µM estradiol. Estrogen receptor beta (Homo sapiens), Q92731. inhibition, % at 25.6 µM;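 active = compounds whose percent inhibition of the receptor-coactivator binding signal exceeds about 50% in the single-dose screen, limit read from the data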;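 also: 0% = receptor plus peptide wells without compound and 100% = peptide-only wells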
# Lung fibro prol = antiproliferative effect on LL 47 fibroblasts – human, LL 47 cells, CellTiter-Glo luminescence, primary screen; LL 47 human lung fibroblast viability, ATP luminescence; active compounds read low; viability, % at 10 µM; 1.1% of 85,000 active; AID 719, 2007;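 active = viability at or below 50% in the single dose screen; inactive = viability above 50%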;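 also: compound exposure lasted 72 h before the ATP readout; 100% = median luminescence of untreated cell-only wells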
#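 test system = LL 47 human lung fibroblasts | amount = 1,150 fibroblasts seeded per well | medium = 15% FBS in IMEM | times = overnight cell rest, 72 h compound treatment at 37 °C | measured by = CellTiter-Glo luminescence measuring cellular ATP | read-out = viability percentage against median untreated-cell control | benchmarks = cell-only wells, no compound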
# HUVEC prolif 384 = inhibitors of HUVEC proliferation, primary screen, cell-based, 384-well. viability, % at 10 µM (by protocol). 1.1% of 86,000 active. CellTiter-Glo luminescence, 72 h; active compounds read low;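 active = viability at or below 30%; inactive = viability above 30%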;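 also: 100% = median luminescence of DMSO-only cell control wells on each plate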
# * hit, by the source's call; x = no result given; [ ] = remark or other dose. These rows are one share of the data; rates above refer to the full screens.
SMILES,ERa SRC1 pot,Candida biofilm,Smad3 FoxH1 inh,H69AR growth 86K,ERa coact inh,sEH activator,ERb coact inh,Lung fibro prol,HUVEC prolif 384
CCOc1ccc(-c2noc(-c3ccncc3)n2)cc1OCC,95,-4,1,68,4,5,-7,103,110
CC(C)C(=O)N1CCN(c2ccc(NC(=O)c3cccs3)cc2)CC1,93,7,10,91,-24,-10,-26,95,94
Cc1cccc(-n2ncc3c(N4CCCC4)ncnc32)c1,96,0,1,76,1[fluorescence artefact?],-8,2[fluorescence artefact?],107,92
Cn1c(=O)n(CCN2CCOCC2)c(=O)c2c1nc1n2CCN1c1ccccc1,111[fluorescence artefact?],7,5,96,-6,-1,1,94,97
Cc1sc2nc(SCC(=O)N3CCCCC3)[nH]c(=O)c2c1C,105,-1,7,77,-5,-1,1,102,84
O=C(NC1CCCC1)c1ccc(S(=O)(=O)N2CCCC2)cc1,117[fluorescence artefact?],4,-3,81,0,-5,1,85,83
O=C(CSC1CCCCC1)N1CCN(c2ccccc2)CC1,136[fluorescence artefact?],4,10,97,-5,x,3,103,97
Cc1cc(NS(=O)(=O)c2ccc(NC(=O)Nc3ccccc3)cc2)no1,128,6,-5,97,-5,x,-1,101,112

# By substructure: those above with a carbonyl joined to an NH by a bond outside any ring (three)
SMILES,ERa SRC1 pot,Candida biofilm,Smad3 FoxH1 inh,H69AR growth 86K,ERa coact inh,sEH activator,ERb coact inh,Lung fibro prol,HUVEC prolif 384
CC(C)C(=O)N1CCN(c2ccc(NC(=O)c3cccs3)cc2)CC1,93,7,10,91,-24,-10,-26,95,94
O=C(NC1CCCC1)c1ccc(S(=O)(=O)N2CCCC2)cc1,117[fluorescence artefact?],4,-3,81,0,-5,1,85,83
Cc1cc(NS(=O)(=O)c2ccc(NC(=O)Nc3ccccc3)cc2)no1,128,6,-5,97,-5,x,-1,101,112

# (listing goes on)
SMILES,ERa SRC1 pot,Candida biofilm,Smad3 FoxH1 inh,H69AR growth 86K,ERa coact inh,sEH activator,ERb coact inh,Lung fibro prol,HUVEC prolif 384
O=C(NC12CC3CC(CC(C3)C1)C2)c1cc2nc(-c3ccco3)cc(C(F)(F)F)n2n1,90,4,4,62,4,4,5,78,75
COc1ccc(-c2cc(C(F)(F)F)n3nc(C(=O)N4CCCC4)cc3n2)cc1,159[fluorescence artefact?],3,-10,58,0,x,6,87,84
Cc1csc(NC(=O)C2CCN(S(=O)(=O)c3ccc4c(c3)oc(=O)n4C)CC2)n1,102,10,-6,83,-10,-15,-6,96,94
O=C(O)c1ccc(CSc2n[nH]c(-c3ccco3)n2)cc1,100,5,-1,92,6,16,11,90,108
Clc1ccc(CSc2nnc(-c3ccncc3)o2)c(Cl)c1,144[fluorescence artefact?],8,-4,89,10[fluorescence artefact?],8,5[fluorescence artefact?],97,102
COc1cccc(Nc2ncnc3ccccc23)c1,98,9,2,86,4,2,-7[fluorescence artefact?],95,81
O=C(c1cc(-c2ccc3c(c2)OCO3)on1)N1CCN(c2ccccc2)CC1,96,8,6,104,-3,x,-10,103,78
CCC1CCCCN1C(=O)c1nn2cccnc2c1Cl (stereo not drawn),91,3,7,75,-29,0,-16,93,98

SMILES,ERa SRC1 pot,Candida biofilm,Smad3 FoxH1 inh,H69AR growth 86K,ERa coact inh,sEH activator,ERb coact inh,Lung fibro prol,HUVEC prolif 384
Cc1cc(=O)[nH]c2c1c(C)nn2C1CCOC(C)(C)C1 (stereo not drawn),102,9,2,96,-3,7,-9,101,94
Cc1nn(-c2ccccc2)c2sc(C(=O)OCc3nnc(-c4ccccc4)o3)cc12,136[fluorescence artefact?],2,5,80,19,1,28[fluorescence artefact?],97,80
Cc1cccc(N2CC(C(=O)Nc3ccc4c(c3)OCO4)CC2=O)c1C (stereo not drawn),127[fluorescence artefact?],9,5,91,0,8,-2[fluorescence artefact?],108,113
CCS(=O)(=O)NCc1cn2ccsc2n1,100,5,-9,97,5,-11,7,x,89
COc1cc(C2=NOC(C(=O)Nc3ccc(C)cc3)C2)cc(OC)c1OC (stereo not drawn),125,3,2,96,-3[fluorescence artefact?],7,-8,94,85
C=C(C)Cn1c(SCC(=O)O)nnc1-c1ccccc1,88,2,7,96,1,-6,-4[fluorescence artefact?],101,109
O=C(Cn1nc(-c2ccccc2)ccc1=O)N1CCOCC1,115,7,6,97,-7,2,1[fluorescence artefact?],103,99
COc1ccccc1C1=Nn2c(nnc2C2CCCCC2)SC1,119,5,8,64,0[fluorescence artefact?],-2,-2[fluorescence artefact?],95,110

SMILES,ERa SRC1 pot,Candida biofilm,Smad3 FoxH1 inh,H69AR growth 86K,ERa coact inh,sEH activator,ERb coact inh,Lung fibro prol,HUVEC prolif 384
CCOC(=O)CN(C(=O)Cn1nnc2ccccc21)C(C(=O)NCCOC)c1ccccc1 (stereo not drawn),104,-3,1,104,-6,0,-1,104,110
CC(C)CCNC(=O)Cc1c(C(=O)O)[nH]c2ccc(Cl)cc12,119,9,-1,99,-2,-2,-4,99,99
COCCn1nnnc1C(C(C)C)N1CCC(Cc2ccccc2)CC1 (stereo not drawn),106,9,3,88,-6,x,-3,104,106
O=C(NC1CCCC1)C(c1ccc(Cl)cc1)N1CCOCC1 (stereo not drawn),96,3,-14,86,0,x,-16,94,98
O=C(CCN1CCN(CCO)CC1)Nc1ccc(F)c(F)c1,99,3,-3[fluorescence artefact?],93,-9,x,-3,104,96
C/C(N)=C(/C#N)C(=O)COC(=O)CC1CCCC1,105,2,1,88,-7,0,-2,101,87
O=C(O)COc1ccc(Oc2ccccc2)cc1,95,x,-4,89,-3,2,-4,92,93
COc1ccc(Br)cc1C(=O)Nc1cc(C)cc(C)c1,118,3,-14,98,-1,0,12,96,101

SMILES,ERa SRC1 pot,Candida biofilm,Smad3 FoxH1 inh,H69AR growth 86K,ERa coact inh,sEH activator,ERb coact inh,Lung fibro prol,HUVEC prolif 384
CCOC(=O)N1CCC(NC(=O)c2ccc3c(c2)ncn3C2CCCC2)CC1,117,5,-5,80,-8,-10,-2,99,94
Cc1ccccc1/C=C1\CCCc2ccccc2C1=O,148,7,3,84,-8,9,-1,86,92
Cc1ccc(NCc2nnc(SCC(=O)NCCc3ccccc3)n2C)cc1,109[fluorescence artefact?],4,4,89,-5,0,-2,102,89
Cc1cc(NC(=O)CSc2nc3c(c(=O)n2-c2ccc(Cl)cc2)SCC3)no1,113,-6,-9,83,-19,-5,-19,93,85
N=c1ccn(Cc2ccccc2Cl)cc1,115,2,-14,95,1,14,-2,96,101
O=C(CSc1nc2c(cnn2-c2ccccc2)c(=O)[nH]1)c1ccc(Cl)cc1,329*,-5,4,36*,14,-5,8[fluorescence artefact?],98,88
Cc1cc(N2CCN(C(=O)c3ccco3)CC2)n2nc(C)nc2n1,109,0,-3,88,-11,x,-5,95,103
O=C1CC(Cc2ccccc2)C(=O)N1CCc1ccc2c(c1)OCO2 (stereo not drawn),92,3,-10,100,-2,14,-10,92,102

# Entries shown so far with fluorine (3):
SMILES,ERa SRC1 pot,Candida biofilm,Smad3 FoxH1 inh,H69AR growth 86K,ERa coact inh,sEH activator,ERb coact inh,Lung fibro prol,HUVEC prolif 384
O=C(NC12CC3CC(CC(C3)C1)C2)c1cc2nc(-c3ccco3)cc(C(F)(F)F)n2n1,90,4,4,62,4,4,5,78,75
COc1ccc(-c2cc(C(F)(F)F)n3nc(C(=O)N4CCCC4)cc3n2)cc1,159[fluorescence artefact?],3,-10,58,0,x,6,87,84
O=C(CCN1CCN(CCO)CC1)Nc1ccc(F)c(F)c1,99,3,-3[fluorescence artefact?],93,-9,x,-3,104,96

# (further entries)
SMILES,ERa SRC1 pot,Candida biofilm,Smad3 FoxH1 inh,H69AR growth 86K,ERa coact inh,sEH activator,ERb coact inh,Lung fibro prol,HUVEC prolif 384
O=C(Cn1nnc(-c2cccs2)n1)OC1CCCCC1,115,6,0,101,14,-4,0,99,88
Cc1ccc(-c2noc(CCC(=O)Nc3ccc4c(c3)OCO4)n2)cc1,101,8,3,94,-4,-5,-5,95,84
O=C(NNC(=O)c1ccc(SCC2CCCO2)c([N+](=O)[O-])c1)c1ccc(F)cc1 (stereo not drawn),104,7,-8,103,5,-14,2,94,99
CCOc1cc(-c2ccc(N)c(OCC)c2)ccc1N,102[fluorescence artefact?],9,14,64,16[fluorescence artefact?],-11,19,90,91
O=C(CN1C(=O)c2ccccc2S1(=O)=O)Nc1ccc(S(=O)(=O)N2CCCCC2)cc1,98,8,1,90,-34,-83,-3,93,98
CCC(=O)Nc1cccc(NC(=O)c2cccnc2)c1,134,1,-1,101,4[fluorescence artefact?],-11,0[fluorescence artefact?],96,85
Cn1c(CNC(=O)Nc2cccc(Cl)c2)nnc1SCc1ccccc1,92,4,-3,105,-27,-23,-6[fluorescence artefact?],93,90
CCc1nnc(NC(=O)CN2CCN(C3CCCCC3)CC2)s1,107,0,2,88,-8,8,8,102,111

# Single records, as listed above. Order of values: ERa SRC1 pot | Candida biofilm | Smad3 FoxH1 inh | H69AR growth 86K | ERa coact inh | sEH activator | ERb coact inh | Lung fibro prol | HUVEC prolif 384
# O=C(CN1C(=O)c2ccccc2S1(=O)=O)Nc1ccc(S(=O)(=O)N2CCCCC2)cc1 across the screens: 98 | 8 | 1 | 90 | -34 | -83 | -3 | 93 | 98
# O=C(c1cc(-c2ccc3c(c2)OCO3)on1)N1CCN(c2ccccc2)CC1 across the screens: 96 | 8 | 6 | 104 | -3 | x | -10 | 103 | 78
# O=C(CSc1nc2c(cnn2-c2ccccc2)c(=O)[nH]1)c1ccc(Cl)cc1 across the screens: 329* | -5 | 4 | 36* | 14 | -5 | 8[fluorescence artefact?] | 98 | 88
# O=C(Cn1nnc(-c2cccs2)n1)OC1CCCCC1 across the screens: 115 | 6 | 0 | 101 | 14 | -4 | 0 | 99 | 88

# (cont.)
SMILES,ERa SRC1 pot,Candida biofilm,Smad3 FoxH1 inh,H69AR growth 86K,ERa coact inh,sEH activator,ERb coact inh,Lung fibro prol,HUVEC prolif 384
COc1cccc(C(=O)Nc2c(C(N)=O)oc3ccccc23)c1,81,13,-5,93,1,0,90*[fluorescence artefact?],96,78
COc1ccc(S(=O)(=O)NCC(=O)N(CC(=O)NCC2CCCO2)c2cc(C)ccc2C)cc1 (stereo not drawn),110,-5,7,37*,-6,-7,-5,95,105
CC(=O)Nc1ccc(NC(=O)c2ccco2)cc1,111,4,20[fluorescence artefact?],96,-2,-9,-2,105,101
COc1ccc(N2CC(C)Cn3c2nc2c3c(=O)n(Cc3ccc(F)cc3)c(=O)n2C)c(OC)c1 (stereo not drawn),93,6,16,100,5[fluorescence artefact?],-9,3[fluorescence artefact?],82,73
COc1cccc(CNCCSc2nnnn2C)c1,116,6,-15,100,-5,1,-8,103,104
Cc1ccc(-c2nn3c(=O)c(C)nnc3s2)cc1,109,9,9,92,7,2,6,100,95

# Screens (PubChem BioAssay)
